# Bioassay records deposited in PubChem BioAssay by National Center for Advancing Translational Sciences (NCATS).
# 15-hLO-2 inh: inhibitors of human 15-lipoxygenase 2 (ALOX15B) | actives 0.56% (n = 110,000) | Potency, µM (top dose mostly 57.1 µM), for inactives: at the highest dose activity change, negative = inhibition, hits mostly inhibitors | purified 15hLO-2, xylenol orange hydroperoxide absorbance | AID 881; also: potency is read from the fitted curve at half-maximal effect; nearly all actives have a fitted effect of over 60% in size; many of its hits are not listed in these tables
#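 Enzyme 50 nM, AA 45 uM, 25 mM Hepes pH 7.5 + 0.01% Triton X-100; cpd preinc 15 min RT, rxn 90 min RT; stop/detect with 200 uM XO + 300 uM Fe(II) in 50 mM H2SO4, 30 min; A573/A405.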
# IMPase inh: membrane-permeable compound that blocks inositol monophosphatase; inhibition (IP1 accumulation), % at 46.1 µM; CHO-M1 cells, IP1 accumulation, HTRF TR-FRET ratio; 120,000 tested, under 10 active; P97697; active = well fitted curve in the direction sought with a large enough effect in the signal ratio, not every such curve was filed as active; inconclusive = small, poorly fitted or top-dose-only effect, or a change in a side signal; inactive = no such curve, though single readings can be large or run the other way; the % refers to the signal ratio;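 also: cells stimulated with carbachol in lithium chloride buffer; plate controls were DMSO basal wells for no effect and reference inhibitor wells for full effect; higher means more IMPase inhibition seen as more IP1 and lower FRET ratio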
# Target sequence (P97697 whole entry, looked up): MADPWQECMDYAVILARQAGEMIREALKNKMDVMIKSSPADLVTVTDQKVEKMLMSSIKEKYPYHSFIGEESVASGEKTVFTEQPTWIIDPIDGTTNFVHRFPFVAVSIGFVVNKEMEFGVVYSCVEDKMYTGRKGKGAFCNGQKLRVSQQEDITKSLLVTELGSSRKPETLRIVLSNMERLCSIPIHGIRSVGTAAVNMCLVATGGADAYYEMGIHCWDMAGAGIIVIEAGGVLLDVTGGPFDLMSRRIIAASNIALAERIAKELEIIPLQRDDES
#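 CHO-M1, 2000 cells/well, cultured 16–30 h; cpd up to 46 uM; carbachol (50 uM solution, stimulation buffer w/ 50 mM LiCl, pH 7.4), 30 min 37C; IP-One TR-FRET, 10 min RT; Ex 320/Em 665, 620; Hill-fit AC50.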
# 12-hLO inh: blocks human 12-lipoxygenase activity; P18054; AID 1452; Potency, µM (doses to about 57.1 µM), without a hit: at the highest dose activity change, negative = inhibition, usual class: inhibitors; purified 12-hLO, xylenol orange hydroperoxide absorbance; actives 0.12% (n = 150,000); also: potency is read from the fitted curve at half-maximal effect; nearly all actives have a fitted effect of over 55% in size; many of its hits are not listed in these tables
# Target sequence (P18054 whole entry, looked up): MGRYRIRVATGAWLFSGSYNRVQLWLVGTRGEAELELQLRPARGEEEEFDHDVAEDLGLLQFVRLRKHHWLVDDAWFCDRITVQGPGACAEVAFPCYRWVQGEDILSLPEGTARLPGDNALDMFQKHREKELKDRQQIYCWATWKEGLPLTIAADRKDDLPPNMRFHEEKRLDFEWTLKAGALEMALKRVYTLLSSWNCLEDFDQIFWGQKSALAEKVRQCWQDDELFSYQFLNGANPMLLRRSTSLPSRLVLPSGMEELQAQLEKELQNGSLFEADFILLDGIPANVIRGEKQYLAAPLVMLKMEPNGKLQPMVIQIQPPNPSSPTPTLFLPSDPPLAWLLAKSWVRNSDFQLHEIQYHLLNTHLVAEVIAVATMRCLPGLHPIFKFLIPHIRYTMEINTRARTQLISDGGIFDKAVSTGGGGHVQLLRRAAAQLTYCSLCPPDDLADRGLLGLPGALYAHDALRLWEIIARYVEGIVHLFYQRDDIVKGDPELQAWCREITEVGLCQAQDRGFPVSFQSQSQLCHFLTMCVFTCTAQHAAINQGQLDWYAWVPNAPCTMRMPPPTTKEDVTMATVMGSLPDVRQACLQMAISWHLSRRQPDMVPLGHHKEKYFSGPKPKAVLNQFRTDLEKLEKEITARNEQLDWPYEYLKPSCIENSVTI
#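 150 nM 12hLO, 25 mM Hepes pH 7.0 + 0.01% Triton X-100; cpd preinc 15 min RT; 40 uM arachidonic acid, 30 min RT; Fe-XO 30 min; A573/A405 ratio as read-out.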
# PNC inhibitor: blocks assembly of the perinucleolar compartment; PC3M PTB-GFP, PNC prevalence imaging, 16 h; stronger effect = lower value; activity change (PNC), negative = inhibition, % at 10 µM; actives 3.1% (n = 140,000); AID 2417;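 active = readout at or below -70, meaning at least 70% loss of cells showing the perinucleolar compartment, a nuclear body marking cancer cells; inconclusive = readout between -30 and a set limit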;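 also: plate controls were DMSO wells for no effect and camptothecin positive control wells for full effect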
#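 PC3M cells stably expressing PTB-GFP, 750–1000 cells/well, treated 16 h at 37 °C with compound (23 nl of library stock), in duplicate. After paraformaldehyde fixation and Hoechst stain, imaged at 20x; PNC prevalence scored by image analysis.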
# * hit, by the source's call; ? = inconclusive; / = no result given; [ ] = another dose, or the depositor's remark. Unless noted, calls follow the shape of the dose curve; as a rule, active = well fitted curve in the direction sought with a large enough effect; inconclusive = small, poorly fitted or top-dose-only effect, or another doubt; inactive = no such curve, though single readings can be large; an effect the other way counts as inactive or inconclusive. Unless noted, % is scaled to controls: 0 for no effect and ±100 for the full control effect.
SMILES,15-hLO-2 inh,IMPase inh,12-hLO inh,PNC inhibitor
CC1CCC(NC(=O)c2cnccn2)CC1 (stereo not drawn),-4.8%,-10.1,3.4%,-23.2
CCN(CC)Cc1cc(C(C)=O)ccc1OCC(C)C,-4.7%,0.0,10.7%,-24.3
CC(C)c1ccc(-c2noc(C3CCCN(S(C)(=O)=O)C3)n2)cc1 (stereo not drawn),10.4%,4.9,-7.1%,?
CCC1=C2CC[C@H]3C(=O)NC(=O)[C@H]3[C@H]2[C@@]2(C)C(=NCCOC)OC(=O)N2C1=O,8.8%,/,0.1%,/
Cc1c(NC(=O)c2ccc3c(c2)OCO3)c(=O)n(-c2ccccc2)n1C,2.2%,10.4,1.5%,20.6
CC(OC(=O)CNC(=O)c1ccccc1F)C(=O)Nc1nc(-c2ccccc2)cs1 (stereo not drawn),/,/,-21.4%,-24.0
Cc1ccc(/C=C/C(=O)N2CCN(c3ccc(F)cc3)CC2)o1,/,/,-5.1%,1.9
COc1ccc(N2CCN(S(=O)(=O)c3ccc(Cl)c(C(F)(F)F)c3)CC2)cc1,0.0%,-11.7,-0.1%,?
Cc1cccc(Nc2nc(N)nc(CC(=O)CSc3ccc(Cl)cc3)n2)c1,/,/,3.3%,-17.9
CCn1nnc(NC(=O)C(C)Oc2ccc(Cl)cc2Cl)n1 (stereo not drawn),1.6%,1.0,-5.5%,?
CCOC(=O)c1c(C)oc2c(CN3CCN(C)CC3)c(Br)c(OC)c(O)c12,36.1%[activator],0.5,13.5%,-2.8
C/C(=N\NC(=O)c1cccc(Cl)c1)c1cccc(NC(=O)C(C)C)c1,-4.4%,-0.3,-4.1%,13.5
CCOC(=O)C(C)n1cnc2c(nnn2-c2ccc(C)cc2)c1=O (stereo not drawn),-3.1%,6.5,1.3%,-8.4
CCOC(=O)c1[nH]c(C)c(C(=O)Nc2cc(Cl)ccc2C)c1C,-10.5%,-1.6,4.2%,?
O=C(Nc1ccc(S(=O)(=O)Nc2nccs2)cc1)c1cc(-c2ccccc2Cl)nc2ccccc12,-18.3%,-10.4,-1.3%,23.5

# An excerpt from above in order of their number in 15-hLO-2 inh, largest number first:
smiles	15-hLO-2 inh	IMPase inh	12-hLO inh	PNC inhibitor
CC(C)c1ccc(-c2noc(C3CCCN(S(C)(=O)=O)C3)n2)cc1 (stereo not drawn)	10.4%	4.9	-7.1%	?
CCC1=C2CC[C@H]3C(=O)NC(=O)[C@H]3[C@H]2[C@@]2(C)C(=NCCOC)OC(=O)N2C1=O	8.8%	/	0.1%	/
CC1CCC(NC(=O)c2cnccn2)CC1 (stereo not drawn)	-4.8%	-10.1	3.4%	-23.2

# The list goes on:
SMILES,15-hLO-2 inh,IMPase inh,12-hLO inh,PNC inhibitor
N#C/C(=C\c1ccco1)C(=O)NCC1CCCO1 (stereo not drawn),/,/,0.7%,3.6
CCc1ccc(C(C)NC(=O)c2cc(C)oc2C)cc1 (stereo not drawn),-14.3%,3.3,-12.6%,-15.4
O=C(OCc1cccc(F)c1)c1ccc2c(c1)-c1ccccc1C2=O,-6.3%,1.5,-2.9%,-18.5
Cc1nnc(SCC(=O)N2CC(=O)Nc3ccccc32)n1C,5.7%,5.0,-4.5%,8.4
COC(=O)N/N=C/c1cn(Cc2c(Cl)cccc2Cl)c2ccccc12,/,/,-5.0%,?
O=C(Nc1nc(-c2ccc(Cl)cc2Cl)cs1)c1ccc(OCC2CCCO2)cc1 (stereo not drawn),/,/,1.6%,?
CC(C)n1c(CCCO)nc2ccccc21,-1.1%,6.0,-6.7%,39.7
O=c1cc(CSc2ccc(Cl)cc2)nc(N2CCOCC2)[nH]1,-3.1%,-1.0,-2.6%,27.9
Cc1noc(C)c1COC(=O)c1ccccc1Oc1ccccc1,2.6%,7.4,-4.5%,28.3
CC1CCCCN1C(=O)N[C@@H](Cc1ccccc1)C(=O)O (stereo partly drawn),-2.2%,-0.9,2.3%,44.0
O=C(CCS(=O)(=O)c1ccccc1)Nc1ccccc1-c1nc2ccccc2s1,/,-1.2,0.3%,?
O=C(NCC1c2ccccc2CCN1C(=O)CN1C(=O)c2ccccc2C1=O)C1CCCCC1 (stereo not drawn),-4.3%,-0.1,-4.5%,7.4
Cc1noc(C)c1C(=O)N1CCC[C@@]2(CCN(C(=O)NC(C)C)C2)C1,7.1%,/,0.4%,/
CCCCc1cc(=O)oc2cc(C)c(CN3CCCC3)c(O)c12,-2.5%[2.29 µM],-0.5,-20.4%,3.7
CCCn1c(CN(Cc2ccccc2)Cc2ccccc2)nc2c1c(=O)n(C)c(=O)n2C,/,?,-3.9%,-0.5
Cc1ccc2nc(NC(=O)CSc3nnc(C)c(=O)n3N)sc2c1,/,/,-0.6%,14.4
CC1Cc2ccccc2N1C(=O)c1ccc(N2CCCC2)c([N+](=O)[O-])c1 (stereo not drawn),/,-8.8,-0.2%,-5.5
CCOC(=O)c1c(-c2ccc(F)cc2)csc1NC(=O)CCN1CCOCC1,/,3.8,-3.7%,16.9
Nc1nnc(C2CCCC2)s1,24.1%,0.0,-3.1%,37.1
COc1cccc(C2(O)CCN(C(=O)Cc3cccnc3)CC2)c1,-1.3%,1.2,-2.7%,?
O=C(COC(=O)c1cccc(C(F)(F)F)c1)NCc1ccccc1,/,/,1.5%,107.1
O=C1CC(c2cccc(F)c2)SC(N(c2ccccc2)c2ccccc2)=N1 (stereo not drawn),-17.6%,5.6,-1.8%,36.7
O=C(CN1CCN(C(=O)c2ccco2)CC1)Nc1ccc2c(c1)OCCO2,-7.2%,?,-3.0%,10.1
CC(=O)c1cccc(N2C(=O)C3C4CCC(C4=C(C)C)C3C2=O)c1 (stereo not drawn),/,/,-2.3%,?
CCOC(=O)c1cnc(SCC(=O)Nc2ccc(NC(=O)CC)c(OC)c2)nc1N,3.3%,-0.3,0.8%,13.0
Cc1cc(=O)oc(C)c1C(=O)Nc1cccc2nonc12,-2.9%,1.8,1.0%,14.3
CSc1ncc(F)c(N(CCO)CCO)n1,/,/,0.1%,8.1
Cc1cccc(OCCCCc2c(C)n[nH]c2C)c1C,38.7%[activator],?,2.9%,-22.0
CCCCOC(=O)c1cc2c(cn1)[nH]c1ccccc12,-3.0%,3.3,-0.8%,/
COc1c(C)cc(Br)cc1C(=O)NCc1cccnc1,/,/,-1.6%,2.5
COCCNC(=O)C(c1ccco1)N(C(=O)Cn1nnc2ccccc21)c1ccc(C)cc1C (stereo not drawn),0.4%,4.2,-6.3%,-13.7
O=C(CCOc1ccccc1)Nc1ccccc1,1.5%,-2.0,0.4%,-24.7
C=CCn1c(SCC(=O)Nc2cc(C)cc(C)c2)nnc1-c1cnccn1,11.3%,6.3,-3.4%,7.1
CC1CCC(NC(=O)C2(C)CCC(=O)N2Cc2cccnc2)CC1 (stereo not drawn),0.5%,-3.5,-3.3%,-23.6
Clc1ccc(Oc2cnc3ccccc3n2)cc1,3.4%,0.5,-3.1%,-11.8
COC(=O)c1ccc(C(NC(=O)OCc2ccccc2)/C(=C/[C@@H](C)C(=O)NCCF)c2cccnc2)cc1 (stereo partly drawn),11.6%,/,-5.3%,/
Cc1cc(C(=O)OCC(=O)NCCCN2CCCC2=O)c2ccccc2n1,0.6%,10.6,1.7%,-5.8
O=C(COc1ccc(Cl)cc1Cl)Nc1c(-c2cccs2)nc2ccccn12,/,5.2,-1.3%,-3.5
O=C(Cn1cncc1-c1ccc([N+](=O)[O-])cc1)Nc1cccc2ccccc12,/,/,0.2%,32.6
CCOc1ccc(N(CC(=O)NC2CCCCC2)C(=O)CSc2nnc(COc3ccccc3)o2)cc1,/,5.7,5.1%,237.5
COc1cccc(CN(Cc2cccnc2)S(=O)(=O)c2ccc(-n3cnnn3)c(C)c2)c1,-1.7%,1.9,0.7%,35.2
CCCc1cc(Nc2cccc(OCC)c2)n2ncnc2n1,-1.2%,-0.8,-8.6%,?
Cc1ccc(S(=O)(=O)N(C)c2ccc(C(=O)N3CCN(Cc4ccc5c(c4)OCO5)CC3)cc2)cc1,31.2%[activator],6.9,2.0%,51.5
O=C(CNC(=O)c1ccco1)OCC(=O)c1ccc2ccccc2c1,-2.5%,-4.9,-2.5%,25.9
COc1ccc(CN(C2CCCC2)S(=O)(=O)c2ccc(-n3cnnn3)cc2)cc1OC,/,1.9,9.9%,1.3
CCC(C)[C@H](NC(=O)Nc1ccc2c(c1)OCCO2)C(=O)O (stereo partly drawn),-6.1%,0.8,-3.9%,?
FC(F)(F)c1nnc(-c2ccccc2)nc1N1CCOCC1,-1.7%,0.7,0.5%,-8.3
O=C(OCn1nnc2ccccc2c1=O)c1ccc2c(=O)n3c(nc2c1)CCC3,2.4%,3.2,1.4%,4.7
Cc1cc(C)n(CC(=O)NC2CCCCC2)n1,-3.5%,-3.0,1.3%,?
Cc1cc(NS(=O)(=O)c2ccc(Nc3nc(-c4sc(N)nc4C)cs3)cc2)no1,-1.4%,6.9,-11.5%,6.7
Cc1ccccc1NC(=O)Cn1cnc2c1c(=O)n(C)c(=O)n2C,?,5.0,-0.2%,18.6
COC(=O)c1ccccc1S(=O)(=O)Nc1ccc2cn[nH]c2c1,0.0%,-8.4,-3.9%,4.1
O=C(NCCC1=CCCCC1)c1cnc2n(c1=O)CCS2,/,?,-2.1%,-11.6
O=C(O)CC1=C(O)C(=O)N(c2ccccc2)C1c1ccc(Cl)cc1 (stereo not drawn),1.1%,8.5,-2.4%,-4.4
CCCc1cc(OC)c2c(c1)OCO2,?,/,-0.8%,/
O=C(Oc1cccc(/C=N/Nc2nc(N3CCOCC3)nc(N3CCOCC3)n2)c1)c1ccco1,-2.2%,8.2,0.4%,12.2
COc1cc(C(=O)Nc2nc(-c3ccc(Cl)cc3)c(C)s2)ccc1OCC(=O)Nc1ccc(F)cc1,/,3.2,5.2%,19.4
O=C(Nc1ccc2oc(-c3ccccc3F)nc2c1)c1ccc2c(c1)OCCO2,-7.5%,10.0,0.8%,-22.1
CC(C)CCn1c(=O)c2ccccc2c2ccccc2c1=O,-5.5%,-2.9,-2.0%,13.4
O=C(Cn1c(C2CC2)nc2ccccc2c1=O)Nc1ccc(Br)cc1,0.8%,15.7,-3.9%,?

# Brought forward from above: three entries, then new ones.
SMILES,15-hLO-2 inh,IMPase inh,12-hLO inh,PNC inhibitor
O=C(Nc1ccc2oc(-c3ccccc3F)nc2c1)c1ccc2c(c1)OCCO2,-7.5%,10.0,0.8%,-22.1
CC(C)CCn1c(=O)c2ccccc2c2ccccc2c1=O,-5.5%,-2.9,-2.0%,13.4
O=C(Cn1c(C2CC2)nc2ccccc2c1=O)Nc1ccc(Br)cc1,0.8%,15.7,-3.9%,?
CC1CC1C(=O)OCc1cc(=O)n2cc(Br)ccc2n1 (stereo not drawn),6.5%,-22.9,-7.8%,25.8
O=C(Nc1cc(C(F)(F)F)ccc1N1CCCCC1)c1ccc(Br)o1,3.6%,3.5,-0.7%,12.1
COC(=O)Cc1c[nH]c2ccc(OCC(O)CNC(C)C)cc12 (stereo not drawn),-3.3%,-1.0,-4.7%,?
CC(C)c1ccc(OCc2ccc(C(=O)N3CCN(c4ccccn4)CC3)cc2)cc1,26.1%,-1.1,-5.8%,10.0
Cc1ccccc1-c1nnc(SCc2ccccc2)o1,-4.1%,?,0.9%,?
COc1cccc(/C=C(/CC(=O)Nc2ccc(N3CCOCC3)cc2)c2nc3ccccc3s2)c1,/,2.1,2.6%,12.9
CCOC(=O)c1cnc(SCC(=O)N2CCN(C(=O)c3ccco3)CC2)nc1N,-7.3%,2.1,3.2%,14.1
Cc1ccc(C)c(S(=O)(=O)N2CCN(CC(=O)N3CCc4ccccc4C3)CC2)c1,-12.4%,-7.3,-24.1%,2.8
Cc1ccc(N2C(=O)C3Sc4[nH]c(=O)sc4C(c4ccccc4)C3C2=O)cc1 (stereo not drawn),-13.8%,-4.4,-12.4%,-16.5
CCOc1ccc(NC(=O)C2=C(C)C(=O)OC23CCC(C)CC3)cc1 (stereo not drawn),4.1%,0.2,-3.1%,1.5

# Only part of the results is shown; count on the stated rates, not on these rows.
